Screening results deposited in PubChem BioAssay by National Center for Advancing Translational Sciences (NCATS).
RXFP1 agonist – qHTS Assay for Agonists of the Relaxin Receptor RXFP1. 0.3% of 370,000 active. Relaxin receptor 1 (Homo sapiens), Q9HBX9. Potency, µM (highest dose often 57.5 µM), for the others: at the top dose activation, actives largely listed as activators. AID 2676, 2010. HEK293T-RXFP1 cAMP TR-FRET, 30 min; response scale: percent of porcine relaxin response, buffer zero; further: potency means the concentration at half of the fitted maximal effect; on the % scale 0 is the no-effect control and ±100 the full control effect; nearly all actives have a fitted effect of over 60% in size; many of its hits are not listed in these tables
Target sequence (Q9HBX9 whole entry, looked up): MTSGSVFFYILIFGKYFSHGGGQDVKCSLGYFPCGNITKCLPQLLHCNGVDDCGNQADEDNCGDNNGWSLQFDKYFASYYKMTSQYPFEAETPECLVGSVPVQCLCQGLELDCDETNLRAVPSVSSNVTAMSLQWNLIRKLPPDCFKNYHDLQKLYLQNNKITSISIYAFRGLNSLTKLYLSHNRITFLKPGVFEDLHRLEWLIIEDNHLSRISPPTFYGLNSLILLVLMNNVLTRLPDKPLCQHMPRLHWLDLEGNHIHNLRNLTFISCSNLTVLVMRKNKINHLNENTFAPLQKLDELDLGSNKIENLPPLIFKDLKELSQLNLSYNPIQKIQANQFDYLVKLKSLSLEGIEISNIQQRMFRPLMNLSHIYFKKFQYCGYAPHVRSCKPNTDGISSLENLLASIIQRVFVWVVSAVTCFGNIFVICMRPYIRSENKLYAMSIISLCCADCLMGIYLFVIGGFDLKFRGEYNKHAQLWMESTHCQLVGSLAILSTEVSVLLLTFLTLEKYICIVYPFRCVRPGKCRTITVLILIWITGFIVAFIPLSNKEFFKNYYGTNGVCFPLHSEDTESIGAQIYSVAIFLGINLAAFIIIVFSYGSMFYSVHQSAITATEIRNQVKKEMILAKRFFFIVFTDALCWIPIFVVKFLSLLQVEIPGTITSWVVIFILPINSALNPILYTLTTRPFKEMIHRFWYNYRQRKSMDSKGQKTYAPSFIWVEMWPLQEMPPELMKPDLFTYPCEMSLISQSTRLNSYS
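cAMP rise read by TR-FRET after 30 min, 37C compound exposure (up to 58 uM) in RXFP1-transfected HEK293 cells with Ro 20174 present. EC50 from Hill-equation fits, with 29 nM porcine relaxin as 100% and buffer as basal.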
D2 PAM – HTS Assay for Positive Allosteric Modulators of the Human D2 Dopamine Receptor: Primary Screen for Potentiators; 0.34% of 340,000 active; potentiation, % at 10 µM; D(2) dopamine receptor (Homo sapiens), P14416; AID 485347, 2010; HEK293 T-REx D2, calcium flux, EC20 dopamine potentiation;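 active means potentiation over 3 SD above the plate norm, cut at about 30% in these data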; further: 0% is about no effect
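Primary screen. Calcium kinetics in induced HEK293 T-REx D2 cells: compound pre-addition 180 s, EC20 dopamine, 180 s more.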
D1 antagonist – Antagonist of Human D 1 Dopamine Receptor: qHTS | HEK293 TREx D1 cells, calcium flux, dopamine EC80; hits give low values | activity change, negative = inhibition, % at 10 µM | 3.2% of 360,000 active | AID 504652, 2011; in the data active means activity change below about -30%; further: on the % scale 0 is the no-effect control and ±100 the full control effect
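Calcium flux readout: force-coupled, inducible Hek293 Trex D1 line, cells induced overnight at 30 C with tetracycline, dye-loaded 30–90 min at RT. Antagonism scored against EC80 dopamine challenge given 180 s after compound.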
D1 PAM – Potentiators of Human D1 Dopamine Receptor: qHTS. potentiation, % at 10 µM. HEK293 TREx D1 cells, calcium flux, dopamine EC20 potentiation. 0.036% of 360,000 active; in the data active means potentiation above about 30%; further: 0% is about no effect
RXFP1 antagonist – qHTS Assay for Antagonists of the Relaxin Receptor RXFP1. Relaxin receptor 1 (Homo sapiens), Q9HBX9. HEK293-RXFP1, relaxin-stimulated cAMP HTRF, 30 min; hits give low values. activity change, negative = inhibition, % at 57.5 µM. 0.59% of 350,000 active. AID 1259400, 2018;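 active means activity change of -60% or lower, but not beyond a set lower limit; inconclusive means change between -60% and -40%, or beyond the set limit; inactive means change above -40%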; further: on the % scale 0 is the no-effect control and ±100 the full control effect
D1 ag – Allosteric Agonists of the Human D1 Dopamine Receptor: qHTS; D(1A) dopamine receptor (Homo sapiens), P21728; HEK293 T-REx D1 cells, calcium flux, agonist mode; activation, % at 2 µM; 1% of 360,000 active; in the data active means activation above about 30%; further: 0% is about no effect
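Agonism was scored from calcium flux recorded over 180 s (1 read/s) after pintool compound addition, following a 10-cycle baseline. Cells were inducible force-coupled HEK293 TREx D1, plated overnight at 30 C and loaded with no-wash calcium dye.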
Apoferritin bind – qHTS Assay for Identification of Novel General Anesthetics | Ferritin light chain (Equus caballus), P02791 | apoferritin/1-aminoanthracene competitive binding, fluorescence | Potency, µM (doses to about 77.5 µM), for the others: at the highest dose activity change, negative = displacement, hits mostly inhibitors | 0.074% of 350,000 active; further: potency means the concentration at half of the fitted maximal effect; on the % scale 0 is the no-effect control and ±100 the full control effect; nearly all actives have a fitted effect of over 20% in size
Target sequence (P02791 2-175 limits assumed): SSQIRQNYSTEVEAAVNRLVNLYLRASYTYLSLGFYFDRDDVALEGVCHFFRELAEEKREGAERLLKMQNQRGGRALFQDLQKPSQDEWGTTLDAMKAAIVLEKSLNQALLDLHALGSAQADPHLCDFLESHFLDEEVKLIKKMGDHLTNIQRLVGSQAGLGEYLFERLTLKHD
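10 uM apoferritin + 50% sat. 1-AMA, PBS; cpd 10 min RT; Ex380/Em535 endpoint; normalized to free probe vs complex; 4-param Hill fit; propofol titration as pos. ctrl.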
TRHR ag – qHTS for Small Molecule Agonists and Allosteric Enhancers of Human TRH Receptor: Primary Screen for Agonists. TRHR cells, calcium flux fluo-8, FDSS agonist mode. Thyrotropin-releasing hormone receptor (Homo sapiens), P34981. 0.18% of 360,000 active. activation, % at 2 µM; in the data active means activation above about 30%; further: 0% is about no effect
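TRHR-expressing cells loaded with fluo-8 calcium dye; 23 nL library compound pin-transferred, kinetic FDSS fluorescence (Ex 480/Em 530) recorded about 180 s for agonist-induced calcium release, before a 10 nM TRH EC20 addition for potentiator mode.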
TRHR PAM – qHTS for Small Molecule Agonists and Allosteric Enhancers of Human TRH Receptor: Primary Screen for Enhancers | Thyrotropin-releasing hormone receptor (Homo sapiens), P34981 | TRHR cells, fluo-8 calcium fluorescence, EC20 TRH enhancement | enhancement, % at 2 µM | 0.66% of 360,000 active | AID 493056, 2011; in the data active means enhancement above about 30%; further: 0% is about no effect
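Enhancer read-out: after compound pinning and an initial kinetic agonist-mode read, an EC20 of TRH (10 nM final) was injected and fluo-8 calcium signal (Ex 480/Em 530) followed at 1 s/cycle for 100 cycles in TRHR-expressing cells.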
Numbers without * were called inactive; ? = inconclusive; . = not tested or not shown; & = joins results of further samples; [ ] = dose if it differs, or a comment. Unless noted, the call rests on the fitted dose curve; in most records, active means well fitted curve in the direction sought with a large enough effect; inconclusive means small, poorly fitted or top-dose-only effect, or another doubt; inactive means no such curve, though single readings can be large; an effect the other way counts as inactive or inconclusive. Only part of the results is shown (hit frequency here may not be typical).

Results follow in this order: RXFP1 agonist	D2 PAM	D1 antagonist	D1 PAM	RXFP1 antagonist	D1 ag	Apoferritin bind	TRHR ag	TRHR PAM
- Cc1c(C(=O)NCc2ccccc2Br)oc2ccc3c(c12)C(=O)CC(C)(C)O3
 : 2.3%	10	-30	7	-2	6	-8%	0.5	-2
- CCOC(=O)C(C)(C)Sc1nc2c(cnn2-c2ccc(Cl)cc2)c(=O)[nH]1
 : 3.2%	-6	14	-3	2	26	-5%	-0.9	1
- CCc1ccc(-c2cn(-c3nc(C)cc(C)n3)c(=N)o2)cc1
 : 2.1%	-4	-9	-5	-6	3	-7%	-1.6	-5
- COc1ccc(NC(=O)CSc2nnc(-c3ccccn3)n2N)cc1Cl
 : 2.0%	3	-1	-2	-17	1	-9%	0.2	0
- Cc1cc(=O)oc2c(C)c(OC(C)C(=O)NCCCn3ccnc3)ccc12 (stereo unspecified)
 : 2.1%	-12	2	-1	-12	1	5%	0.1	1
- CCN(CC(=O)Nc1ccc(NC(C)=O)cc1)C(=O)C1CCCN(C(=O)c2ccc(Cl)cc2)C1 (stereo unspecified)
 : 1.3%	-6	14	-2	3	2	.	0.5	-2
- Cc1c(Cl)cccc1NC(=S)NCc1ccc(F)cc1
 : -0.3%	12	-24	1	-4	16	-7%	0.2	-6
- Cc1cc(C)c(C(=O)Nc2ccccc2)c(CC(C)(C)C(=O)O)c1
 : -0.6%	2	-1	-4	18	0	4%	0.7	-6
- CCOC(=O)C1CCN(C(=O)C2CCN(S(=O)(=O)CC)CC2)CC1
 : 2.7%	8	2	-3	6	1	-6%	0.4	3
- CC(=O)Nc1nc(-c2ccc3c(c2)CCN3C(=O)C2CC2)c(C)s1
 : 2.4%	5	-2	-4	7	2	-2%	1.1	-2
- Cc1nc(NCCc2ccccc2)c2nnn(Cc3ccccc3)c2n1
 : 9.4%	0	-9	-4	-3	1	-13%	-0.1	-8
- Nc1nnc(Cc2ccc(Cl)c(Cl)c2)s1
 : 0.3%	13	5	-1	0	6	?	-0.1	-1
- Cc1csc(SCC(=O)Nc2ccc(Cl)cn2)n1
 : 0.2%	-19	-20	-4	-18	1	-16%	-0.3	-6
- CC1CN(C(=O)CCC(=O)NCc2ccccc2)c2ccccc2S1 (stereo unspecified)
 : -0.3%	.	-3	-2	1	6	-18%	-1.2	5
- COc1ccc(OC2CCN(S(=O)(=O)c3ccccc3)CC2)cc1
 : 3.1%	9	-16	-10	-17	10	40%[activator]	0.6	-10
- CC(=O)c1ccc(OCc2cc(C(=O)N(C)C3CCOC3)no2)cc1 (stereo unspecified)
 : -0.2%	-1	1	-10	-6	2	-1%	1.8	4
- Nc1ccc2c(c1)nc(Cc1ccccc1)n2CCO
 : -3.7%	11	-8	0	-2	2	-8%	0.6	2
- Cc1n[nH]c(C)c1CCN(C)Cc1cn(C)nc1-c1ccc2c(c1)OCCO2
 : -2.6%	-3	-18	-1	2	3	-2%	0.2	-4
- CCOC(=O)c1cc(C(O)(C(F)(F)F)C(F)(F)F)c(/N=C/N(C)C)o1
 : -0.6%	0	-3	-4	-28	1	-16%	0.3	-3
- CCN1CCN(C(c2ccc(F)cc2)c2sc3nc(-c4ccco4)nn3c2O)CC1 (stereo unspecified)
 : 3.0%	7	.	0	-9	1	3%	-0.3	11
- CCc1ccc(N(C(=O)c2snc(C(N)=O)c2N)C(C(=O)NCC2CCCO2)c2cccs2)cc1 (stereo unspecified)
 : -2.3%	-2	25	-1	?	-1	-17%	-0.4	-5
- COC(=O)[C@H]1C[C@@H]1[C@H](N)c1ccccc1
 : 0.0%	2	-18	8	.	2	-8%&4%	0.4	2
- COc1ccccc1CNC(=O)Cn1cnnn1
 : 0.7%	.	19	3	2	1	-12%	-0.3	-5
- CN1C(=O)N(C)c2ccc(C=O)c3cccc1c23
 : 7.5%	1	-4	1	6	5	-6%	1.8	2
- CC(C)(C)NC(=O)COC(=O)Cc1ccc(Cl)cc1
 : -0.4%	-5	-8	-2	4	2	-7%	0.0	10
- Cc1ccnc2nc(C(=O)OCCOc3ccc(F)cc3)nn12
 : ?	5	-14	0	1	3	-2%	-3.0	5
- O=S(=O)(NC[C@@H]1CCC[C@H](CNS(=O)(=O)c2c(F)cccc2F)C1)c1ccc2c(c1)OCCO2
 : 2.8%	.	-2&-10	-4&-6	.	6&21	.	1.1&-0.9	-1&-13
- CCOC(=O)NN=C1c2ccccc2-c2ccccc21
 : 1.2%	11	-6	-2	-1	1	-20%	-0.9	3
- CCOC(=O)c1ccc(NCc2nc3ccccc3[nH]2)cc1
 : 2.8%	-5	5	-3	-10	11	-5%	-0.4	-2
- CCCCNC(=O)CCCCC(=O)N/N=C/c1ccccc1Cl
 : -1.0%	7	10	-2	-11	2	-4%	-1.2	-2
- COc1ccc(-c2nnc(SCc3ccccc3)n2N)cc1
 : 0.3%	-2	-29	-5	11	63*	-7%	-0.3	4
- O=C(O)CCC(NC(=O)c1ccc(Cl)cc1)C(=O)O (stereo unspecified)
 : 1.5%	18	-32*	-4	-22	1	-4%	0.2	0
- O=C(NCc1ccco1)c1cc2nc(-c3ccc4c(c3)OCO4)cc(C(F)(F)F)n2n1
 : 6.8%	11	-2	-4	3	7	1%	0.7	19
- O=S1(=O)N=C(Oc2ccccc2)c2ccccc21
 : -1.2%	0	16	-3	-4	0	-18%	-0.8	9
- Cc1ccc(NC(=O)CCC(=O)Nc2ccc(C)cc2)cc1
 : -2.7%	-2	-4	2	-2	3	-10%	0.4	14
- CCCN(CCC)S(=O)(=O)c1ccc(NC(=O)COc2ccccc2)cc1
 : 2.2%	-9	5	0	0	0	?	1.3	13
- CC1C(=O)N2CCCc3cc(NC(=O)C(=O)NCCc4ccc(F)cc4)cc1c32 (stereo unspecified)
 : 1.2%	-8	-29	-4	11	2	.	0.8	3
- CCc1ccccc1NC(=O)COCc1cc(-c2ccco2)on1
 : -1.2%	3	19	3	-3	-1	11%	-0.4	9
- Cc1[nH]c2ccccc2c1/C=N/NC(=O)CCC(=O)NCc1ccccc1
 : -0.2%	-5	5	-5	-19	0	?	-0.4	-1
- O=C(c1cnccn1)N(Cc1ccco1)C1(C(=O)NC2CCCC2)CCCCC1
 : 0.1%	-1	6	8	2	1	-4%	0.6	-1
- COc1cc2[nH]c(=O)n(CCC(=O)N3CCc4ccccc4C3)c(=O)c2cc1OC
 : -1.6%	-4	8	-2	1	1	-17%	1.1	-3
- CCN(CC)S(=O)(=O)c1cc([N+](=O)[O-])ccc1N1CCC(C(N)=O)CC1
 : 3.5%	5	14	-2	2	-1	-16%	-0.2	-1
- CCOC(=O)Cn1nc(C)n(-c2ccccc2)c1=O
 : -0.5%	6	22	0	-2	2	-5%	0.7	-5
- Cc1nnc(NC(=O)c2c(F)c(F)c(F)c(F)c2F)s1
 : -0.7%	4	-2	-5	6	1	-8%	0.0	1
- O=C1CC(NS(=O)(=O)c2cccs2)CN1c1ccccc1 (stereo unspecified)
 : 0.1%	2	0	-4	-5	1	.	0.4	2
- O=C(Nc1ccc(N2CCCC2)cc1)c1ccc([N+](=O)[O-])cc1Cl
 : -0.1%	3	1	-5	1	1	-1%	-0.3	-3
- O=C(Nc1ccccc1)c1snc2c(=O)[nH]cnc12
 : 5.9%	-8	-14	-2	6	3	-10%	-0.3	-5
- COc1ccc(N(Cc2cc3cccc(C)c3[nH]c2=O)C(=O)C2CCCO2)cc1 (stereo unspecified)
 : -0.1%	-10	-1	3	-5	3	3%	-1.9	9
- O=[N+]([O-])c1ccc(-c2cn3c(n2)CCC3)cc1
 : ?	-2	-7	-4	1	4	-14%	-0.3	13
- CC1=C(C(=O)OC(C)C)C(c2ccccc2)NC(=O)N1C (stereo unspecified)
 : 0.4%	11	-12	1	2	4	-16%	-0.8	0
- CCOC(=O)C1=C(COC(=O)/C=C/c2ccc(OCC)c(OC)c2)NC(=O)NC1C (stereo unspecified)
 : -1.4%	14	27	3	-16	2	.	-0.7	4
- COC(=O)c1ccc(COC(=O)CNS(=O)(=O)c2ccccc2)cc1
 : 0.7%	-1	-12	-8	0	3	-24%	-0.6	-5
- Cc1cccc(CS(=O)(=O)c2ncc(Cl)c(C(=O)Nc3nnc(C(C)C)s3)n2)c1
 : -0.9%&-0.4%	-1&-5	-7&9	4&0	?	5&-1	3%&-6%	-1.2&-0.5	2&2
- O=C(CSc1ccc2ccccc2n1)NC1CC1
 : 6.1%	-3	7	-2	0	0	.	0.9	-1
- Cc1c(C)c2ccc(OC(C)C(=O)NCCc3c[nH]c4ccccc34)cc2oc1=O (stereo unspecified)
 : 0.6%	9	-1	-1	.	1	?	2.4	-18
- O=C(CCCC1=NS(=O)(=O)c2ccccc2N1)Nc1ccccc1
 : -0.2%	-7	-26	-5	2	2	-4%	0.7	1
- CC1Cc2cc(S(=O)(=O)N(C)c3ccc(Br)cc3)ccc2N1C(=O)C1CC1 (stereo unspecified)
 : 3.6%	3	-26	-4	-19	12	94%[activator]	-0.5	7
- Cc1c(C)c(C)c(CO/N=C/c2cccs2)c(C)c1C
 : 2.2%	7	-9	-2	3	2	-7%	-1.4	-5
- Cc1ccc(NC(=O)c2nc(S(=O)(=O)Cc3ccccc3C)ncc2Cl)cc1C
 : -0.4%	-2	-40*	-9	-74*	3	-23%	-1.4	-23
- COc1ccc(N(C(C)C(=O)NC2CCCCCC2)S(C)(=O)=O)cc1 (stereo unspecified)
 : 0.5%	14	-4	-4	1	2	-9%	-0.2	-6

D1 antagonist: what is marked active above.
SMILES	RXFP1 agonist	D2 PAM	D1 antagonist	D1 PAM	RXFP1 antagonist	D1 ag	TRHR ag	TRHR PAM
O=C(O)CCC(NC(=O)c1ccc(Cl)cc1)C(=O)O (stereo unspecified)	1.5%	18	-32*	-4	-22	1	0.2	0
Cc1ccc(NC(=O)c2nc(S(=O)(=O)Cc3ccccc3C)ncc2Cl)cc1C	-0.4%	-2	-40*	-9	-74*	3	-1.4	-23
